Assay outcomes from PubChem.
H9c2 TAG inh: inhibitors of triacylglycerol accumulation, primary screen, cell-based, uHTS, fluorescence, H9c2; inhibition, % at 12.5 µM; AID 651582, 2012; hit rate 0.66% among 230,000; H9c2 cells, Nile Red lipid (TAG) fluorescence; cells loaded with 200 µM oleic acid;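 active = pattern-corrected inhibition of lipid staining of at least 50% with the nuclear-stain viability signal not falling by more than 50%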;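 also: 0% = DMSO wells and 100% = triacsin C control wells; some results filed as inactive read as strong as hits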
H9c2 TAG inh DAPI viability: also measured in H9c2 TAG inh; calls as there; DAPI nuclei signal change (viability), lower = more cytotoxic, %;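 whole-well DAPI fluorescence read on a plate reader as a viability signal; minus 50 percent equals half of cells still viable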
The depositor's hits bear a star.

SMILES | H9c2 TAG inh | H9c2 TAG inh DAPI viability
CS(=O)(=O)N1CCN(S(=O)(=O)c2ccccc2[N+](=O)[O-])CC1 | 4 | 5
CC1=NN(S(=O)(=O)c2ccc(Cl)cc2Cl)C(=O)c2ccccc2O1 | -8 | 0
CCOCCOC(=O)c1cccc(NC(=O)OCC)c1 | -42 | -9
COCCSc1ccccc1C(=O)Nc1cc(C)cc(C)c1 | -1 | -9
CCN(c1ccccc1)S(=O)(=O)c1ccc(C(C(=O)OC)C(=O)OC)c([N+](=O)[O-])c1 | 8 | -6
CCN(CC)c1ccc2cc(-c3nc(-c4cc5ccccc5oc4=O)cs3)c(=O)oc2c1 | -40 | 13
CCOc1ccccc1-n1nnnc1SC(C)C(=O)OC (stereo unspecified) | -1 | -6
CCCCc1nnc(NC(=O)c2oc3ccccc3c2C)s1 | -6 | 1
COc1ccccc1C=NN=Cc1ccccc1O | 1 | 6
CN1CCN(CCCN2c3ccccc3Sc3ccc(Cl)cc32)CC1 | 17 | 27
CCn1cnc2c([N+](=O)[O-])c(NS(=O)(=O)c3ccc(C)cc3)ccc21 | -4 | -5
OC[C@@H]1CN(Cc2ccncc2)C[C@H](n2cnc3c(NCc4ccco4)ncnc32)O1 | 10 | -15
Cc1ccc(C(=O)Cn2nnc(-c3cccs3)n2)cc1 | -15 | 15
O=C(NCC1CCCO1)Nc1cccc(Cl)c1 (stereo unspecified) | -9 | -4
c1c[nH]c(CN2CCN(Cc3ncc[nH]3)CC2)n1 | -12 | 11
CN(CC(=O)Nc1cccc(S(=O)(=O)N2CCCC2)c1)CC(=O)Nc1ccc(F)c(F)c1F | -14 | -3
CCC1=Nc2cc(C(=O)NCCCOC(C)C)ccc2Sc2ccccc21 | 26 | -10
COc1cccc(C(=O)N(Cc2ccc3c(c2)OCO3)Cc2nc3ccccc3c(=O)[nH]2)c1 | -6 | 0
CNC(=O)CCCCC(=O)N/N=C/c1ccc(Cl)cc1Cl | -4 | 0
N/C(=N\c1nc2ccccc2o1)NC(=O)c1ccccc1 | -10 | 5
COc1ccc(/C=C/C(=O)Nc2ccc(S(=O)(=O)Nc3onc(C)c3C)cc2)cc1OC | -2 | 11
O=C(O)CNC(=O)C1(NC(=O)OCc2ccccc2)CCCC1 | -5 | 3
O=C(CS(=O)(=O)Cc1ccccc1)N1CCc2ccccc21 | 16 | -12
O=C(CCc1ccccc1)Nc1cccc([N+](=O)[O-])c1 | 9 | -15
COc1ccc(C(OC(=O)c2ccco2)C(=O)NC2CCCCC2)cc1OC (stereo unspecified) | -8 | -8
Cc1cnc(C)c(Nc2nc(C(N)Cc3ccc(F)cc3)cs2)n1 (stereo unspecified) | 27 | 8
CCCc1nnc(SCC(=O)N2CCCCC2C)n1CC1CCCO1 (stereo unspecified) | 4 | 5
COc1ccc2c(c1)C(C)(CCN)C(=O)N2C (stereo unspecified) | 1 | 2
CN1CCC(N(C)C(=O)Cc2ccccc2[N+](=O)[O-])CC1 | 9 | -2
CC(=O)OC(Cn1ccnc1)c1ccccc1 (stereo unspecified) | 7 | -14
CCCNCC(O)COc1ccccc1C(=O)CCc1ccccc1 (stereo unspecified) | 0 | 6
COc1ccc(NC(=O)CSc2n[nH]c(N)n2)cc1OC | 14 | -10
Cc1ccc(S(=O)(=O)N(C)C)cc1NC(=S)NCCc1ccccn1 | -21 | -13
CCOc1ccc(/C=C2/C(=O)N(c3ccc(OC)cc3)C(=S)N2CC(=O)OC)cc1OCC | -12 | 17
O=C(CNS(=O)(=O)c1ccc(Br)cc1Cl)OCC(=O)N1CCCC1=O | -12 | -2
C=CC#CC1(O)CC(C)[N+](C)(C)CC1C (stereo unspecified) | 18 | 2
O=c1cc(-c2cccc(F)c2)oc2ccccc12 | 10 | 2
Cc1ccc(SC[C@H](C)CN2CC[C@H](C(C)(C)C)CCC2=O)cc1 | 6 | -2
COC(=O)Nc1sc2c(c1C(N)=O)CCC(C)C2 (stereo unspecified) | -8 | 6
CCC1(CC)Cc2ccccc2-c2[nH]c(=S)[nH]c(=O)c21 | 15 | -5
COc1ccc(NC(=O)Nc2ccccc2C)c(OC)c1 | 7 | -4
COC(=O)c1sc(S(=O)(=O)Nc2c(C)nn(C)c2C)c(C(=O)OC)c1C | -1 | 11
COc1ccc(NC(=O)CN(C)C(=O)c2cccc(Oc3ccccc3)c2)cc1 | -6 | -1
CO/N=C(/C)CCS(=O)(=O)c1ccccc1 | -4 | 0
COc1ccccc1CNN | 0 | -5
Cc1ccc(NC(=O)C2=CCN(S(=O)(=O)c3ccc(F)cc3)CC2)c(C)c1 | 14 | -5
Cc1ccc(S(=O)(=O)N2C[C@@H]3CCCC[C@@H]3[C@@H](C)[C@H]2c2cn(Cc3ccccc3)c3ccccc23)cc1 | -3 | -14
COc1ccc(OC)c(C(=O)COC(=O)c2cccnc2Cl)c1 | -4 | 5
Cc1cc2cc(CCNC(=O)CCc3ccccc3)c(=O)[nH]c2cc1C | -6 | -7
CCOC(=O)COc1cc2c3c(c(=O)oc2cc1C)CCCC3 | 0 | 8
Remaining list, next part:
SMILES | H9c2 TAG inh | H9c2 TAG inh DAPI viability
CCOC(=O)c1c(NC(=O)CSc2nnnn2C)sc(C(=O)N(C)C)c1C | 10 | 14
CC[C@H](C)[C@H](NC(N)=O)C(=O)Nc1ccc(OC)c(Cl)c1 | -13 | 5
COc1cccc(C(=O)Nc2ccc3c(c2)C(=O)N(CC2CCCO2)C3=O)c1 (stereo unspecified) | 2 | -2
O=C(Nc1ccc(Cl)cc1)C(c1ccccc1)N1CCOCC1 (stereo unspecified) | -26 | -1
COC(=O)C1=C(C)OC(N)=C(C#N)C1c1cccnc1 (stereo unspecified) | -12 | 12
Cc1noc(C)c1NC(=O)N(C)C[C@H]1Oc2ccc(NC(=O)NC(C)C)cc2C(=O)N([C@H](C)CO)C[C@@H]1C | 12 | -2
Cc1ccc(CONC(=O)c2ccc(OC(F)F)cc2)cc1 | -1 | -10
CCCCN=C(N)/C(C(=O)OCC)=C(\O)c1ccc(OC)cc1 | 3 | 1
CCOc1c(C=C(C#N)C#N)c2ccccc2n1CC | -5 | 9
O=C(/C=C/c1ccccc1)N(Cc1cccs1)C1CCS(=O)(=O)C1 (stereo unspecified) | 1 | 4
CCCCN(C)CCn1c(=S)[nH]c2cc(OCC)c(OCC)cc2c1=O | 1 | 6
COc1ccc(NC(=O)N(C)C[C@H]2Oc3c(NS(=O)(=O)c4ccc(OC)cc4)cccc3C(=O)N([C@H](C)CO)C[C@@H]2C)cc1 | -20 | -4
C[C@]12CCC(=O)C[C@@H]1CC[C@@H]1[C@@H]2CC[C@]2(C)C=CC[C@@H]12 | -2 | -3
CCOC(=O)c1cc(NC(=O)c2ccc(Cl)cc2)c(=O)oc1-c1ccccc1 | 5 | -10
CC(C)(C)N(Cc1ccccc1)C(=O)COC(=O)c1ccc(Br)o1 | 14 | -1
C/C(=N/NC(=O)Cc1cccs1)c1ccco1 | -3 | 1
O=C(Nc1ccc2c(c1)OCO2)N1CCN(c2ncc(C(F)(F)F)cc2Cl)CC1 | -3 | -11
Cc1ccc(NC(=O)CN2C(=O)S/C(=C\c3ccc(C(=O)O)cc3)C2=O)cc1 | -5 | -5
CN(C)CCN(C(=O)CN1C(=O)c2ccccc2C1=O)c1nc2cc3c(cc2s1)OCCO3 | 1 | 13
CCCCCCCC(=O)N/N=C/c1ccco1 | -6 | -2
Cc1ccc(CNC(=O)c2cn(C)c(=O)c3c2c2ccccc2n3C)o1 | -26 | 14
CCOC(=O)C1(CCCc2ccccc2)CCN(C(=O)Cn2nc(C)nc2C)CC1 | -7 | -12
COc1cccc(-c2cnc3c(NC=O)cc(-c4ccccc4Oc4ccccc4)cn23)c1 | 0 | -12
Cn1nc([N+](=O)[O-])nc1S(C)(=O)=O | 31 | -20
O=C(CCNc1ccc(Cc2ccncc2)cc1)c1cccc([N+](=O)[O-])c1 | -19 | -3
O=c1oc2ccccc2c(N2CCC(c3ccccc3)CC2)c1[N+](=O)[O-] | 6 | -11
CN(C)CC1CCC/C(=C\c2ccc(OC(=O)/C=C/c3ccccc3)cc2)C1=O (stereo unspecified) | 9 | -6
CCc1cc(=O)oc2c(C)c(OCC(=O)N3CCCc4ccccc43)ccc12 | 25 | -13
COc1cc(/C=N/NC(=O)c2nonc2N)cc(OC)c1OC | 10 | 1
CCCCn1c(N)c(N(CC(C)C)C(=O)c2cccc(S(=O)(=O)N3CCCCC3)c2)c(=O)[nH]c1=O | -2 | 7
Cc1cc(C(=O)NCC(=O)OCC(=O)Nc2ccc(OC(F)F)cc2)ccc1[N+](=O)[O-] | -8 | 8
c1ccc(SCCOCCN2CCOCC2)cc1 | 12 | 0
CN(CC(=O)Nc1ccc(F)cc1)C(=O)COC(=O)c1nc(Cl)ccc1Cl | 5 | 11
CCCCN1CCc2c([nH]c3ccc(C)cc23)C1=O | -23 | 6
Cc1ccc2nc(C3CCCN3Cc3nc(CCC(C)C)no3)[nH]c2c1 (stereo unspecified) | -3 | -2
C[C@H]1CCC(=O)N(CCSc2ccc(Br)cc2)CC1 | -8 | -2
O=C(COC(=O)[C@H](Cc1ccccc1)NC(=O)c1ccco1)NC(c1ccccc1)c1ccccc1 | 1 | -10
C=CCc1cccc(/C=N/NC(=O)CCC(=O)Nc2ccc(F)cc2)c1O | 2 | -21
CN(C)S(=O)(=O)c1cccc(-c2csc(N/N=C/c3ccco3)n2)c1 | -2 | 3
O=C(Nc1ccncc1)C1CCN(S(=O)(=O)c2c(Cl)cccc2Cl)CC1 | 5 | 2
O=[N+]([O-])c1ccccc1CN1CCN(c2ncccn2)CC1 | 11 | -6
COc1ccc2[nH]cc(CCNC(=S)NC3CCCC3)c2c1 | 3 | 1
Cc1cccc(-n2ncc3c2CCCC3NC(=O)CCCN2CCCCC2=O)c1C (stereo unspecified) | -5 | 3
Cc1nc(CN(C)C(=O)CC2C(=O)NCCN2Cc2ccc(-c3ccccc3)cc2)cs1 (stereo unspecified) | -7 | 10
CCOC(=O)c1[nH]c2ccccc2c1N=CN(CC)CC | 12 | -8
CCOc1ccc(N/C(N)=N/c2nc(CSc3nnnn3-c3ccccc3)cc(=O)[nH]2)cc1 | -1 | 7
O=C(NCCN1CCOCC1)c1ccc(CS(=O)(=O)c2ccc(Br)cc2)o1 | 0 | 0
O=C(NCc1cccnc1)c1ccc(CN2CCc3ccccc3C2)cc1 | 14 | -20
O=c1[nH]cnc2c1ncn2-c1ccc(N(CCO)CCO)cc1 | -9 | 2
CCOC(=O)C1=C(C)NC(C)=C(C(=O)OCC)C1C(=O)OCC(=O)N1CCc2ccccc21 | 3 | -7

Some of these compounds in order of length of the SMILES, falling.
SMILES | H9c2 TAG inh | H9c2 TAG inh DAPI viability
O=C(COC(=O)[C@H](Cc1ccccc1)NC(=O)c1ccco1)NC(c1ccccc1)c1ccccc1 | 1 | -10
CCOC(=O)C1=C(C)NC(C)=C(C(=O)OCC)C1C(=O)OCC(=O)N1CCc2ccccc21 | 3 | -7
CCOc1ccc(N/C(N)=N/c2nc(CSc3nnnn3-c3ccccc3)cc(=O)[nH]2)cc1 | -1 | 7
Cc1nc(CN(C)C(=O)CC2C(=O)NCCN2Cc2ccc(-c3ccccc3)cc2)cs1 (stereo unspecified) | -7 | 10
CN(CC(=O)Nc1ccc(F)cc1)C(=O)COC(=O)c1nc(Cl)ccc1Cl | 5 | 11
O=C(Nc1ccncc1)C1CCN(S(=O)(=O)c2c(Cl)cccc2Cl)CC1 | 5 | 2
C=CCc1cccc(/C=N/NC(=O)CCC(=O)Nc2ccc(F)cc2)c1O | 2 | -21
Cc1ccc2nc(C3CCCN3Cc3nc(CCC(C)C)no3)[nH]c2c1 (stereo unspecified) | -3 | -2
O=C(NCc1cccnc1)c1ccc(CN2CCc3ccccc3C2)cc1 | 14 | -20
O=[N+]([O-])c1ccccc1CN1CCN(c2ncccn2)CC1 | 11 | -6
O=c1[nH]cnc2c1ncn2-c1ccc(N(CCO)CCO)cc1 | -9 | 2
COc1ccc2[nH]cc(CCNC(=S)NC3CCCC3)c2c1 | 3 | 1
C[C@H]1CCC(=O)N(CCSc2ccc(Br)cc2)CC1 | -8 | -2
CCOC(=O)c1[nH]c2ccccc2c1N=CN(CC)CC | 12 | -8
CCCCN1CCc2c([nH]c3ccc(C)cc23)C1=O | -23 | 6

Carrying on.
SMILES | H9c2 TAG inh | H9c2 TAG inh DAPI viability
COCCN(CC(=O)Nc1cccc(C)c1C)C(=O)/C=C/c1ccc2c(c1)OCCO2 | -11 | 1
Cc1cc(O)c2c(c1)CC1C3CCC4CC(=O)CCC4(C)C3CC(=O)C21C (stereo unspecified) | 1 | 16
Cn1c(CCN2CCOCC2)nc2cc(NC(=O)COc3ccc(Cl)cc3)ccc21 | 5 | 2
CCCc1cc(=O)[nH]c(/N=C(/NC(=O)C(C)N2C(=O)c3ccccc3C2=O)Nc2ccccc2)n1 (stereo unspecified) | 18 | -15
COc1ccc(NC(=O)C(=O)N2N=C3CCCCC3C2(O)C(F)(F)F)cc1 (stereo unspecified) | 8 | -5
CC[C@H](C)[C@H](NC(N)=O)C(=O)Nc1ccc(NC(C)=O)cc1 | -12 | 6
Cc1ccc(S(=O)(=O)N2CCOCC2)cc1NC(=O)CNCc1ccccc1Cl | 20 | -5
COc1ccc(OC)c(NC(=O)Cn2c(C)nc3ccccc3c2=O)c1 | -14 | 4
Cc1nnc(SCCC#N)n(CCC#N)c1=O | -2 | -7
Cc1nc2c(nnn2Cc2c(Cl)cccc2Cl)c(=O)[nH]1 | -4 | -11
Cc1c2cnn(CC(=O)Nc3c(F)c(F)cc(F)c3F)c(=O)c2c(C)n1Cc1ccccc1F | 12 | -4
CSc1nc2c(c(=O)[nH]1)C(c1ccc(F)cc1)CC(=O)N2 (stereo unspecified) | -4 | -1
CCOc1ccc(S(=O)(=O)N2CCCC(C(=O)NCc3ccccn3)C2)cc1Cl (stereo unspecified) | 11 | -8
CCOc1ccc(/C=C2\CCCc3c2nc2ccccc2c3C(=O)O)cc1OC | -11 | 5
O=C(NCc1ccccc1F)c1cccc(S(=O)(=O)N2CCCCCC2)c1 | -4 | -5

Only part of the results is shown; count on the stated rates, not on these rows.
